All columns: NCI-60 one-dose screen, growth in % after 48 h at 10 µM unless noted; 100 = growth as untreated, 0 = no growth, -100 = all killed.
HL-60(TB) = HL-60(TB) leukemia cells. 78,000 compounds, 9% hits. AID 1794776; active means growth percent below 10
* marks the source's active call; other numbers are inactive results; & = joins results of further samples; [ ] = remark or other dose. Some of the compounds tested; count on the stated rates, not on these rows.

Sample of the layout, six compounds:
SMILES	HL-60(TB)
CNC(Cc1ccccc1)c1ccc(OC)c(OC)c1 (stereo not drawn)	107
CC(O)CSCC(C)O (stereo not drawn)	91
COc1ccc(/C=C2\N=C3N(NC(=O)N3c3ccccc3)C2=O)cc1	100
CCCCCCCC12Cc3ccccc3C1=Nc1c(c3ccccc3n1C)C2=O (stereo not drawn)	91
COc1ccccc1C(=O)Nc1cccc(-c2cc(=O)c3c(O)c(OC)c(OC)cc3o2)c1	99
Cc1ccc(C(=O)NN2C(=O)CSC2c2cccc([N+](=O)[O-])c2)cn1 (stereo not drawn)	83

Main list, repeating the preview:
SMILES	HL-60(TB)
CNC(Cc1ccccc1)c1ccc(OC)c(OC)c1 (stereo not drawn)	107
CC(O)CSCC(C)O (stereo not drawn)	91
COc1ccc(/C=C2\N=C3N(NC(=O)N3c3ccccc3)C2=O)cc1	100
CCCCCCCC12Cc3ccccc3C1=Nc1c(c3ccccc3n1C)C2=O (stereo not drawn)	91
COc1ccccc1C(=O)Nc1cccc(-c2cc(=O)c3c(O)c(OC)c(OC)cc3o2)c1	99
Cc1ccc(C(=O)NN2C(=O)CSC2c2cccc([N+](=O)[O-])c2)cn1 (stereo not drawn)	83
COc1cccc(-c2nn(-c3ccccc3)cc2-c2ccnc(NCCNC(=O)Nc3ccc(Cl)c(Cl)c3)c2)c1	0.9*
O=C(Cn1cc(CO)nn1)Nc1nc(-c2ccccc2)cs1	103
Nc1ccc(C(=O)C[n+]2ccccc2)cc1	104
N#Cc1c(-c2cccc(Cl)c2Cl)cc(-c2c[nH]c3ccccc23)[nH]c1=O	62
O=[N+]([O-])c1cnc2ccccc2c1N[C@H](CO)c1ccccc1	99
COc1cc(/C=N/NC(=O)c2cn(C3CC3)c3cc(N4CCNCC4)c(F)cc3c2=O)ccc1O	98
O=c1[nH]c2ccccc2nc1/C=C/NC(=S)NCc1ccccc1	105
CCCCCCCCCCCCCCCCCC1=NCCN1CCNC(C)=O	79
O=c1oc2c(Cl)cc(Cl)cc2cc1-c1nc2ccccc2[nH]1	105
OCc1c(Cl)nc2sccn12	112
CCOc1ccccc1Oc1nccc(-c2cn(CC(N)=O)nc2-c2cc(C)cc(OC)c2)n1	108
CN(C)c1ccc(/C=N/Nc2nc3c([nH]2)c(=O)n(C)c(=O)n3C)cc1	113&95
CC(=O)OCC1OC(OCC2OC(OC(C)=O)C(OC(C)=O)C(OC(C)=O)C2OC(C)=O)C(OC(C)=O)C(OC(C)=O)C1OC(C)=O (stereo not drawn)	115
O=C(c1ccccc1)C1(O)Oc2ccccc2C1=O (stereo not drawn)	104
Cc1cc2ccccc2c(O)c1C#N	90
O=C1NC(=O)[C@@H](CC(=O)n2c(-c3ccccc3)nc3ccccc32)N1	112
CC(N=C(NC#N)Nc1ccncc1)C(C)(C)C (stereo not drawn)	90
Clc1ccc(C2CC(c3cccc(Nc4ccncc4)c3)=NN2c2cc(Cl)cc(Cl)c2)cc1 (stereo not drawn)	25
Cc1nc2cc(O)c(O)cc2cc1Oc1ccc(NC(=O)c2ccc(Cl)c(C(F)(F)F)c2)cc1	90
CC(=O)OC[C@]1(C)C=C2C(=O)[C@](C)(O)C3(CC3)C(C)=C2[C@H]1OC(C)=O	96
COc1nccc2cc3c(=O)n4c(cc5ccnc(OC)c54)c(=O)n3c12	93
O=C1N=CC2(N=N2)C(=O)N1	98
COc1c(/C=N/N=c2sc(C(=O)c3cc4ccccc4o3)nn2-c2ccccc2)c(O)cc2oc(C)cc(=O)c12	100
O=C(N/N=C/c1ccc(Cl)cc1Cl)c1ccc2nc(-c3ccc(Cl)cc3)[nH]c2c1	5.8*
O=C(O)c1ccccc1NCc1ccco1	102
Cc1ccc(N2CCN(C(C)C(N)=O)CC2)cc1 (stereo not drawn)	158
COc1ccc(-c2cc3ncnc(Sc4nnc(-c5ccccc5)o4)c3s2)cc1	89
O=C1C(Cl)=C(N/N=c2/[nH][nH]/c(=N/NC3=C(Cl)C(=O)c4ccccc4C3=O)c3ccccc23)C(=O)c2ccccc21	39
COC(=O)CCN(CCC(=O)OC)CCN1CC1	133
O=C(NCc1ccccc1)c1cc2cc(Nc3nc(-c4ccccc4)nc4ccccc34)ccc2oc1=O	90
Cc1c(C(=O)c2ccc3c(c2)OCO3)ccc2c1OCO2	158
COc1cc(/C=N/NC(=O)c2ccc(NC(=O)c3ccccn3)cc2)cc(OC)c1OC	94
Cc1ccc(C[n+]2cc([O-])on2)cc1C	101
O=C1c2c(Cl)ccc(Cl)c2C(=O)c2c(Cl)ccc(Cl)c21	106
O=C1CC2(CCN1)CCN(Cc1ccccc1)CC2	104
CC(C(=O)O)c1ccccc1 (stereo not drawn)	75
O=S(=O)(Nc1ccc(NS(=O)(=O)c2ccccc2)c2ccccc12)c1ccccc1	108&96
CCOC(=O)n1cnc2ncnc(SC)c21	113
COc1cc2cc(Oc3ccc(NC(=O)c4cc(C(F)(F)F)cc(C(F)(F)F)c4)cc3)c(C)nc2cc1OCCN1CCOCC1	89
O=Cc1cn[nH]n1	99
[2H]C1NCCCC1([2H])c1ccc(-n2cc3cccc(C(N)=O)c3n2)cc1 (stereo not drawn)	86
C[C@@H](CN)NC(=O)c1cc2cc(Cl)c(F)c(F)c2[nH]1	100
O=C(c1ccccc1)c1cnc(=S)[nH]c1-c1ccc(F)cc1	119
Nc1nc(NC2CC2)c2ncn(C3C=CC(CO)C3)c2n1 (stereo not drawn)	87
CC(C)C(NS(=O)(=O)c1ccc(N=Nc2ccc(N(C)C)cc2)cc1)C(=O)NCCOCCOCC(=O)NC(CCCCNC(=O)C(CCCCNC(=O)CCNC1CCCCC1OC1NCC(C(F)(F)F)CC1Cl)NC(=O)COCCOCCNC(=O)C1CCC(N2CCN(CC3CCC(Cl)CC3)CC2)C([N+](=O)[O-])C1)C(=O)NCCOCCOCC(=O)NC(CCCCNC(=O)CN1CCN(CC(=O)O)CCN(CC(=O)O)CCN(CC(=O)O)CC1)C(=O)O (stereo not drawn)	107
COc1ccc(NC(=S)Nc2nc3c(=O)[nH]nc(-c4ccc(OC)cc4)c3s2)cc1	71
Cc1ccc(S(=O)(=O)NN(Cc2ccccc2)Cc2ccccc2)cc1	83
Cc1ccc(-c2c(-c3nc4ccccc4s3)c(N)nc3c(N=Nc4ccc(Br)cc4)c(N)nn23)cc1	118
Cc1nnc(-c2ccc3c(c2)nc(-c2ccccn2)n3C2CCCCC2)o1	104
N=C(N)SSC(=N)N	104
Cc1cccc(N2CCNCC2)c1	98
CC(C)(C)n1cc(-c2ccnc(NCCCNS(=O)(=O)c3cccc(F)c3)n2)c(-c2ccc(F)c(O)c2)n1	102
COc1cccc(-c2nc3sccn3c2-c2cccc(S(C)(=O)=O)c2)c1	98
C=CCn1c(SCC(=O)N2CCN(c3cc4c(cc3F)c(=O)c(C(=O)O)cn4C3CC3)CC2)nnc1-c1ccc(OC)c(OC)c1	76

6 records drawn at random from the list so far, as already listed:
SMILES	HL-60(TB)
C[C@@H](CN)NC(=O)c1cc2cc(Cl)c(F)c(F)c2[nH]1	100
COc1cc(/C=N/NC(=O)c2ccc(NC(=O)c3ccccn3)cc2)cc(OC)c1OC	94
O=[N+]([O-])c1cnc2ccccc2c1N[C@H](CO)c1ccccc1	99
CCCCCCCCCCCCCCCCCC1=NCCN1CCNC(C)=O	79
Cc1nnc(-c2ccc3c(c2)nc(-c2ccccn2)n3C2CCCCC2)o1	104
CC(C(=O)O)c1ccccc1 (stereo not drawn)	75

Other results:
SMILES	HL-60(TB)
COc1cc(/C=C/C(=O)Nc2ccc(-c3nc4ccc(F)cc4s3)cc2)cc(OC)c1OC	99
Cn1c(O)c(N=Nc2nc(-c3cc4cc(Br)ccc4oc3=O)cs2)c2ccccc21	105
Cc1ccc2nc(NC(=O)CSc3nc(Nc4ccccc4C(=O)O)c(C#N)c(-c4ccccc4)n3)sc2c1	99
Oc1cc(Cl)c(Cl)cc1Cl	106&113
CN1C(=S)N(C)C2NC(N3CCOCC3)=NC21 (stereo not drawn)	84
COc1cc2c(=O)[nH]c3cc([N+](=O)[O-])ccc3c2cc1[N+](=O)[O-]	71
COc1cc2oc(-c3cccc(NC(=O)c4cc(N)ccc4Cl)c3)cc(=O)c2c(OC)c1OC	100
O=C(O)[C@H](O)[C@@H](O)[C@H](O)[C@H](O)CO	85
CC[N+](CC)(CC)CCN1C(=O)CCC2(C)C1=CCC1C2CCC2(C)C1CCC2(C)O (stereo not drawn)	91
NNC(=O)/C(=C\c1ccc([N+](=O)[O-])cc1)CC(=O)c1ccc(Cl)c(Cl)c1	99
O=C1NC(=O)c2cc(-c3ccccc3)sc2C1=O	23
Cc1oc(-c2ccccc2Cl)cc1C(=O)Nc1nccs1	101
CCCCC(N)C(O)c1ccccc1 (stereo not drawn)	96
CNC(=O)c1cc(N2CCc3c2ccc(NC(=O)Nc2ccc(N4CCOCC4)c(C(F)(F)F)c2)c3F)ccn1	113
c1ccc(-c2nnc(Cn3c(Cc4cccc5ccccc45)nc4ccccc43)o2)cc1	89
NS(=O)(=O)c1ccc(Nc2nc(SCC(=O)c3ccc(Br)cc3)nc3c2CCC3)cc1	113
COc1ccc(C(=O)c2cc(OC)c(OC)c(OC)c2)cc1OC(=O)C(Cl)(Cl)Cl	-45*
NCC(=O)O	96&93
CCCC[C@@H]1N=C(c2ccc(Br)cc2)Nc2nc3ccccn3c2C1=O	107
CC(C)(C)C(=O)C1C(=O)c2ccccc2C1=O	85&98
CCCCc1ccc(NS(=O)(=O)c2cc3c4c(c2)CCN4C(=O)CC3)cc1	-24*
CCN1C(=O)N(CC)C2NN3C(=O)C4(SC3=NC21)C(c1ccccc1F)CN(C)C41C(=O)Nc2ccccc21 (stereo not drawn)	93
C=C1C(=O)O[C@H]2[C@H]1CC/C(COC(=O)/C=C\C(=O)NCc1ccc(Cn3c(=O)sn(-c4ccc(OC)cc4)c3=O)cc1)=C\CC[C@@]1(C)O[C@@H]21	-36*
OC1CCCCC1C1(NC(=S)Nc2ccccc2)CCCCC1 (stereo not drawn)	94
N=C(N)c1ccc(OCCCCCCCCCCOc2ccc(C(=N)N)cc2)cc1	-70*
Cc1cc(N(CCCl)CCCl)ccc1C=Nc1ccc(-c2csc(-c3ccccc3)n2)cc1	49
N#Cc1cccc(-c2nc3ccccn3c2NCCN2CCOCC2)c1	101
NS(=O)(=O)c1ccc(C(=O)NNCCC(=O)c2ccccc2)cc1	101
COc1ccc(C2Nc3c(c(C(C)(C)C)nn3-c3ccccc3)C(=O)CS2)cc1 (stereo not drawn)	129
C/C(=N\O)c1ccc(OCC(=O)Nc2nc(-c3ccccc3)cs2)cc1	106
Cc1cccc(CC2(O)C(=O)Nc3ccccc32)n1 (stereo not drawn)	98
Cc1ccc(C(=O)Nc2ccc(CNCCN3CCNCC3)c(C(F)(F)F)c2)cc1C#Cc1cnc2cccnn12	-55*
CC1=NN(c2ccccc2)C(=O)C1C(=S)SC1CC(=O)NC1=O (stereo not drawn)	89
Nc1c(I)cc(I)cc1C(=O)O	120
Nc1ccc(SCc2nc3cccc4c3n2CCC4)cc1	101
Cc1ccc(-n2c(-c3ccccc3)c(-c3ccccc3)c3c(SCC(=O)N/N=C/c4ccc([N+](=O)[O-])cc4)ncnc32)cc1	106
C=CCOc1c(CCC)cc(C(=O)O)cc1CCC	95
CC(=O)OC[C@]12CC[C@@H](C(=O)CBr)[C@@H]1[C@H]1CC[C@@H]3[C@@]4(C)CCCNC(C)(C)[C@@H]4CC[C@@]3(C)[C@]1(C)CC2	-18*[100 µM]
COc1ccc(C2=CC(c3ccc4c(c3)OCO4)NC(=O)N2)cc1 (stereo not drawn)	97
Cc1ccc(S(=O)(=O)NC(=O)O/N=C/c2ccc3c(c2)OCO3)cc1	115
CCCCNC(=O)c1[nH]cc(-c2ccccc2)c1-c1cc(OC)c(OC)c(OC)c1	93
COc1c(C2CC(=O)Nc3c2cnn3Cc2ccco2)cc2c(c1OC)OCO2 (stereo not drawn)	-26*
CC(C)(C)N=C1Nc2ccccc2N[C@]12CC[C@@]1(C)[C@@H](CC[C@@H]3[C@@H]1CC[C@@]1(C)[C@H]3CC[C@]1(C)O)C2	35
NC(=Nc1ccccc1)SCCCCCCSC(N)=Nc1ccccc1	65
COc1ccc(-n2ncn(Cc3cc(=O)oc4ccc(C)cc34)c2=O)cc1	106
Brc1ccc(-c2cc(-c3ccc4c(c3)OCCO4)n[nH]2)s1	3.2*
CCCCCOC(=O)c1ccc(C)cc1	102
CC1=C(C(=O)Nc2ccccc2)C(c2ccc3ccccc3c2)n2c(nc3ccccc32)N1 (stereo not drawn)	57
O=C(C(=O)c1cc(Br)ccc1O)c1cc(Br)ccc1O	27
COc1ccc(/C=N/NC(=O)CSc2nc3ccccc3c(=O)n2CCc2ccc(S(N)(=O)=O)cc2)cc1	58
CCOc1ccc(Nc2nc3ccccc3s2)cc1	89
CCOC(=O)c1ccc2c(c1)nc(/C=C/c1cc(OC)c(OC)c(OC)c1)n2-c1cc(C(C)(C)C)[nH]n1	94
CN1CCN(c2ccc(Nc3nc(NCCNS(=O)(=O)c4ccccc4)c4sccc4n3)cc2)CC1	103
COc1ccc(-c2cc(-c3ccc(Cl)cc3)c(C#N)c(=O)n2CCCCC(=O)NO)cc1	93
CCCCCOC(=O)c1ccc(NC(=O)CNCC(C)C)cc1	85
O=C(O)Cc1ccc(C(=O)O)cc1	109
O=C(NCn1c(=O)[nH]c2ccccc2c1=O)OCc1ccccc1	109
CC1(C)CCc2cc(-c3ccn(S(=O)(=O)c4ccc(C(C)(C)C)cc4)n3)ccc2O1	111
COc1ccc([C@H]2[C@H](C(=O)O)c3ccccc3C(=O)N2c2ccc(OC)cc2)cc1	107
CC(=O)O[C@@H]1C=C2/C(=N/O)CC3C(CCC4(C)C3CC[C@@H]4OC(C)=O)C2(C)CC1 (stereo partly drawn)	99
O=Nc1ccc(Nc2ccccc2)cc1	-1.7*
